HDAC3 inhib: blocks human histone deacetylase 3; O15379; recombinant HDAC3, fluorogenic peptide/trypsin coupled, fluorescence; inhibition, % at 8.3 µM; hit rate 0.15% among 320,000; in the data active means inhibition above about 26%, passing the limit was not always enough
ANO1 block: mouse TMEM16A channel inhibition, primary screen | Q8BHY3 | HEK293 TMEM16A/YFP iodide influx fluorescence, ionomycin | normalized B-score (activity score, 25-100; higher = stronger inhibition) at 10 µM | hit rate 1.2% among 310,000 | AID 588511;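 active means ratio plate-corrected score three or more library SD toward inhibition, starting fluorescence score within five deviations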;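 further: score derived from kinetic fluorescence span divided by baseline fluorescence per well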
hERG rescue: compounds protecting human hERG from proarrhythmic drug block | activation (rescue from dofetilide block), less the hit threshold, % at 10 µM | hit rate 0.51% among 310,000 | CHO-hERG, FluxOR thallium flux, dofetilide IC70 present;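 active means activation above the mean of controls blocked by dofetilide plus 5 SD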;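 further: thallium influx through hERG after potassium depolarization seen as dye fluorescence rise; in these data hits start at about 4.7%; inactives centre near -7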
RGS4 act: potentiators or activators of RGS4 | B-score at 10 µM | AID 463111 | HEK293 M3R/inducible RGS4, carbachol calcium flux Fluo4; stronger effect = lower value | hit rate 0.92% among 310,000;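 active means B-score of the integrated calcium signal more than 4 SD below the library mean, with starting fluorescence not abnormally high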;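 further: negative B-score means reduced calcium response which marks RGS4 activation or potentiation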
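Material: M3R-expressing HEK293 line, RGS4 induced by doxycycline | Schedule: Overnight RGS4 induction, 30 min dye load 37 °C, 20 min compound RT | Measured by: Fluo4 fluorescence kinetic imaging of calcium | Read-out: Integrated calcium ratio converted to B score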
KCNQ1 inh: inhibitors of human KCNQ1 potassium channel. hit rate 1.3% among 310,000. B-score at 10 µM. P51787. CHO-K1 KCNQ1, FluxOR thallium flux fluorescence; stronger effect = higher value. AID 2642;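 active means compounds whose thallium flux B-score, printed positive for inhibition, exceeds three library SD while starting fluorescence stays within three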;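 further: channel opened by potassium depolarization with thallium stimulus after 20 min compound exposure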
Target sequence (P51787 whole entry, looked up): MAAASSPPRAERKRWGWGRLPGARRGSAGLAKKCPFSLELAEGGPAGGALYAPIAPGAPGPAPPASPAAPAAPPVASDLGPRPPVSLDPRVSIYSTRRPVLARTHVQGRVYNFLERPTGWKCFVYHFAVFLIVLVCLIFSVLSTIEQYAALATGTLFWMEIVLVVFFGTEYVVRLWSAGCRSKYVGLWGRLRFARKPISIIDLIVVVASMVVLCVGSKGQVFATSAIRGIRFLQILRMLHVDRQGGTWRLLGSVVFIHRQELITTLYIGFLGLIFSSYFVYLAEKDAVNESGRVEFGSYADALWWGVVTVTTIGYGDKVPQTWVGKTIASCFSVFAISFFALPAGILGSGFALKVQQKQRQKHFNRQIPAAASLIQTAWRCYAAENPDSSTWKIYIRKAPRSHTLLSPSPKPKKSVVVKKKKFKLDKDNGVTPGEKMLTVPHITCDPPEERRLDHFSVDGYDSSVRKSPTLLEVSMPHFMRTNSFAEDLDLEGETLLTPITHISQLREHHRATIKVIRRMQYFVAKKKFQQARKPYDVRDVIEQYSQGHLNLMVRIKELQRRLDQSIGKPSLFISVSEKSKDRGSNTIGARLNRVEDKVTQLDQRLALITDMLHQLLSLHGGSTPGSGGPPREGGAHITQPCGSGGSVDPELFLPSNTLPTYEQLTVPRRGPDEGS
SKKanGAS inh: SKKanGAS growth inhibition; inhibition, % at 7.5 µM; S. pyogenes SKKanGAS, kanamycin growth, BacTiter-Glo, 6 h; hit rate 1.3% among 300,000;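 active means mean replicate score, as percent of positive control median, at least 50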;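 further: strain carries kanamycin resistance gene driven by streptokinase promoter and grows in 40 µg/ml kanamycin; loss of luminescence reflects streptokinase promoter inhibition or plain growth inhibition; 0% = median of DMSO wells and 100% = positive control at its reference dose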
RGS4 block: human RGS4 inhibition; P49798; HEK293 M3R/RGS4 inducible, Fluo-4 calcium flux; stronger effect = higher value; triggered by carbachol at its EC20; B-score at 10 µM; hit rate 0.45% among 310,000; AID 463165;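 active means B-score, a plate-corrected calcium signal, over three deviations above library mean, with baseline fluorescence within five deviations of library mean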;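 further: RGS4 expression induced by doxycycline in cells with stable M3 receptor; B-score is computed from the integrated fluorescence ratio over baseline after carbachol; higher B-score means a larger calcium signal and so more RGS4 inhibition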
Target sequence (P49798 whole entry, looked up): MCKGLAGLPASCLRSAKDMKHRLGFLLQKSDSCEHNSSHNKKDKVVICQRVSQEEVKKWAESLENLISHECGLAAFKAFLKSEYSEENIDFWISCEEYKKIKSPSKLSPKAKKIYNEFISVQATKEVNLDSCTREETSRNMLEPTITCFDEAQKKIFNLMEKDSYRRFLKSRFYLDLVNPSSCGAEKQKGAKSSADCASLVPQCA
ANO1 activ: mouse TMEM16A channel activation, primary screen; Q8BHY3; HEK293 TMEM16A/YFP-H148Q/I152L, iodide quench fluorescence; stronger effect = lower value; B-score at 10 µM; hit rate 0.3% among 340,000;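 active means fluorescence-ratio B-score plate-corrected deviation score at least 3 library SD below zero, with starting fluorescence score within 5 deviations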;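 further: channel opened by trigger with iodide after compound preincubation; score built on the fluorescence ratio of max minus min over baseline; more negative score means more quench and so TMEM16A activation or potentiation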
KCNK9 block: blocks the human KCNK9 two-pore domain potassium channel; Q9NPC2; HEK293 KCNK9, FluxOR thallium flux fluorescence; stronger effect = lower value; B-score at 10 µM; hit rate 1.2% among 310,000; AID 488922;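 active means ratio B-score over 3 SD below the library mean, with starting fluorescence within 5 SD of its mean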;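 further: negative B-score means less thallium flux so channel inhibition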
KCNQ1 pot: potentiators or activators of human KCNQ1 potassium channel | P51787 | CHO-K1 KCNQ1, thallium flux FluxOR fluorescence; stronger effect = higher value | B-score at 10 µM | hit rate 0.35% among 310,000 | AID 2648;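 active means fluorescence ratio B-score, a plate-corrected score, at least three library SD, with initial intensity B-score within 5 SD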
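assay system = KCNQ1-transfected CHO-K1 cells | medium = assay buffer with matched DMSO | probe or stimulus = depolarizing K+/Tl+ stimulus, K2SO4 and Tl2SO4 each 12.5 mM in 5x stock | dosing = single dose | incubation = dye 90 min, compound 20 min, room temperature | detection = kinetic FluxOR fluorescence, 10 s baseline plus 110 s post-stimulus | evaluation = ratio B score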
KCNK3 inh: human KCNK3 channel inhibition, primary screen; B-score at 10 µM; AID 602410; hit rate 0.84% among 340,000; O14649; CHO-KCNK3 thallium flux, FluxOR fluorescence; stronger effect = lower value;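 active means B-score under library mean minus 4 SD, starting fluorescence ratio at most library mean plus 5 SD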;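 further: more negative B-score means stronger inhibition of thallium flux through KCNK3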
The depositor's hits bear a star; i = inactive; nt = no result given.

SMILES	HDAC3 inhib	ANO1 block	hERG rescue	RGS4 act	KCNQ1 inh	SKKanGAS inh	RGS4 block	ANO1 activ	KCNK9 block	KCNQ1 pot	KCNK3 inh
CCOC(=O)C1C(=O)Nc2nc3ccccc3n2C1C(C)C (stereo not drawn)	-8	i	-2	i	i	2	i	i	i	i	i
CCOC(=O)c1cnn(-c2ccccc2)c1-n1cccc1C(=O)C(=O)N(CC)CC	7	i	-12	i	i	-6	i	i	i	i	i
O=C1CN(C(=O)c2cc3ccccc3oc2=O)C(c2ccc(F)cc2)c2cc(Br)ccc2N1 (stereo not drawn)	8	i	-6	i	i	5	i	i	i	i	i
Cc1ccc(CNC(=O)C2CCC(=O)N2Cc2ccccc2Cl)cc1 (stereo not drawn)	0	i	-6	i	i	1	i	i	i	i	i
CC(C)c1ccccc1NC(=O)Cn1c(/C=C/c2ccccc2)nc2ccccc21	-31	i	-11	i	i	-1	i	nt	i	i	nt
Cc1cc(C(=O)CS(=O)(=O)c2ccc(F)cc2)cc(C)c1O	9	i	-5	i	i	6	i	i	i	i	i
Oc1c(C(c2ccc(Cl)cc2)N2CCCC2)cc(Cl)c2cccnc12 (stereo not drawn)	nt	i	-13	i	i	80*	i	i	i	i	i
COc1ccc(/C=C2\Oc3cc(OCC(=O)N4CCC[C@H]4C(=O)O)ccc3C2=O)c(OC)c1OC	12	i	-5	i	i	2	i	i	i	i	i
COc1ccc(/C=N/N2CCN(Cc3ccccc3)CC2)cc1	-6	i	-7	i	i	0	i	i	i	i	i
CCOC(=O)C1C(=O)NC(N2CCN(Cc3ccccc3)CC2)=NC1c1ccco1 (stereo not drawn)	0	i	-7	i	i	1	i	i	i	i	i
CCn1cc(CN2CCC(n3nccc3NC(=O)CCOc3ccccc3)CC2)cn1	-2	i	-9	i	i	1	i	i	i	i	i
CCCCNC(=S)N/N=C/c1ccc(C#N)cc1	2	i	-2	i	i	2	i	i	i	i	i
CCc1ccc(NC(=O)CCc2nc3ccccc3[nH]2)cc1	-2	i	-11	i	i	-5	i	i	i	i	i
Cn1ncc([N+](=O)[O-])c1C(=O)N/N=C/c1c[nH]c2ccccc12	10	i	-3	i	i	-5	i	i	i	i	i
Cc1ccc(S(=O)(=O)N2CCN(C(=O)c3ccccc3)CC2)c(C)c1NS(C)(=O)=O	5	i	-17	i	i	-13	i	i	i	i	i
Cc1noc(C)c1C(=O)Nc1ccc(-n2ccc(C(F)(F)F)n2)cc1	3	i	-5	i	i	-2	i	i	i	i	i
O=C(CCC(=O)OCCCC(F)(F)C(F)(F)F)NC1CCCCC1	2	i	-4	i	i	-8	i	i	i	i	i
O=C(CSc1nnc(C2CC2)n1-c1ccccc1)NCCN1C(=O)CSC1=O	-9	i	-8	i	i	-4	i	i	i	i	i
O=C(Nc1nc2ccc(S(=O)(=O)N3CCCC3)cc2s1)c1cccs1	-1	i	-2	i	i	-9	i	i	i	i	i
O=C(NCCOc1ccccc1)C1CCC(=O)N(CCCN2CCOCC2)C1 (stereo not drawn)	-37	i	-6	i	i	-2	i	i	i	i	i
Cc1cc(C)n2nc(CNS(=O)(=O)c3ccc(C)c(C)c3)nc2n1	3	i	-3	i	i	4	i	i	i	i	i
Cc1ccc(Cc2cnc(NC(=O)/C(C#N)=C/c3ccc(-c4ccc([N+](=O)[O-])cc4)o3)s2)cc1	-10	i	-6	i	i	-2	i	i	i	i	i
O=c1c2c3c(sc2ncn1-n1cccc1)CCCCC3	-4	i	-3	i	i	2	i	i	i	i	i
CN1CCN(CCCNC(=O)c2ccc(/C=C3\Sc4ccccc4N(Cc4ccccc4F)C3=O)cc2)CC1	nt	nt	-39	i	i	1	i	i	i	i	i
CCOc1ccc(-n2c(=O)c3c4c(sc3n(CC(=O)NCCCOC)c2=O)CCCCC4)cc1	8	i	-11	i	i	-7	i	i	i	i	i
Cc1ccc(N2C(=O)CCC2(C#N)c2ccccc2)cc1 (stereo not drawn)	nt	i	-5	i	i	1	i	i	i	i	i
CC(C)C(NC(=S)NCc1ccccc1)C(=O)O (stereo not drawn)	13	i	-4	i	i	1	i	i	i	i	i
O=C(N/N=C/C1CC=CCC1)c1ccccc1O (stereo not drawn)	-2	i	-3	i	i	7	i	i	i	i	i
CN1CCCC(OC(=O)COc2ccc(Br)cc2)C1 (stereo not drawn)	-12	i	-8	i	i	-2	i	i	i	i	i
O=C1C=C(O)C(n2cncn2)C(c2cc(F)ccc2F)C1 (stereo not drawn)	1	i	-14	i	i	0	i	i	i	i	i
O=[N+]([O-])c1ccccc1CSc1ccccn1	-4	i	-9	i	i	-1	i	i	i	i	i
O=C(O/N=C/c1ccc2c(c1)OCO2)c1ccccc1Cl	5	i	-12	i	i	2	i	nt	i	i	nt
NC(=S)N/N=C/c1cccc(/C=N/NC(N)=S)c1	9	i	-7	i	i	-21	i	i	i	i	i
O=C(N/N=C/C(Br)=C/c1ccccc1)c1n[nH]c2c1CCC2	-5	i	-14	i	i	23	5.1*	i	i	i	i
CC(=O)Nc1ccc(CN2CCN(C3CCCCC3)C(CCO)C2)cc1 (stereo not drawn)	-2	i	-9	i	i	6	i	i	i	i	i
COc1cc(OC)nc(Oc2cc(C=O)ccc2OC)n1	3	i	-13	i	i	0	i	i	i	i	i
O=C(O)c1cccc(N/C(=N\S(=O)(=O)c2ccccc2)c2ccccc2)c1	11	i	-15	i	i	10	i	i	i	i	i
O=C(Cc1n[nH]c(=O)[nH]c1=O)N/N=C/c1ccccc1O	-2	i	-3	i	i	-1	i	i	i	i	i
Cc1cccc(N2CCN(C(=O)c3cccc(N4C(=O)C5C6C=CC(C6)C5C4=O)c3)CC2C)c1 (stereo not drawn)	0	i	-9	i	i	-3	i	i	i	i	i
CCN(c1ccccc1)S(=O)(=O)c1ccc2[nH]cc(C(=O)N3CCOCC3)c(=O)c2c1	2	i	-9	i	i	-2	i	i	i	i	i
Cn1c2c(c(=O)n(C)c1=O)C1(C(=O)Nc3ccccc31)C(C#N)=C(N)O2 (stereo not drawn)	8	i	-12	i	i	0	i	i	i	i	i
CSc1ccc(Cl)c(C(=O)OCC(=O)NCC(C)C)c1	-5	i	-6	i	i	-1	i	i	i	i	i
CC(C)(CO)NC(=O)c1ccc2nc(Cc3cccc(Cl)c3)oc2c1	4	i	-5	i	i	3	i	i	i	i	i
O=C(Cc1c(Cl)cccc1Cl)NC1CC1	-8	i	-5	i	i	3	i	i	i	i	i
COc1ccccc1COCC(O)CNCCc1ccc(C(F)(F)F)cc1 (stereo not drawn)	2	i	-7	i	i	4	i	i	i	i	i
O=C(Nn1cnnc1)c1cc(-c2ccccn2)nc2ccccc12	-4	i	-6	i	i	-1	i	i	i	i	i
O=C(CSc1nncn1-c1ccccc1)Nc1cc(Cl)cc(Cl)c1	-2	25*	-11	i	i	2	i	i	i	i	i
O=C(NCCCl)c1ccc(OCc2ccccc2)cc1Cl	5	i	-4	i	i	7	i	i	i	i	i
CC(C)(C)c1cc(C(=O)Nc2cccnc2)cc(C(=O)Nc2cccnc2)c1	-10	i	-18	i	i	5	i	i	i	i	i
CCOC(=O)N/N=C1\CC(C)S(=O)(=O)c2ccc(Cl)cc21 (stereo not drawn)	-5	i	-2	i	i	0	i	i	i	i	i
O=S(=O)(c1cccs1)N1CCN(c2cccc(Cl)c2)CC1	3	i	-11	i	i	-10	i	i	i	i	i
CN(Cc1c(F)cccc1Cl)C(=O)CCc1c[nH]c2ccccc12	4	i	-3	i	i	1	i	i	i	i	i
Cc1nc(CC(=O)c2c(C)cc(O)cc2O)cs1	8	i	-4	i	i	-12	i	i	i	i	i
COCCN(C(=O)COC(=O)c1cccnc1SC)c1c(N)n(Cc2ccccc2)c(=O)[nH]c1=O	-1	i	-6	i	i	-2	i	i	i	i	i

Among those listed so far, seven have an NH in an aromatic ring.
SMILES	HDAC3 inhib	ANO1 block	hERG rescue	RGS4 act	KCNQ1 inh	SKKanGAS inh	RGS4 block	ANO1 activ	KCNK9 block	KCNQ1 pot	KCNK3 inh
CCc1ccc(NC(=O)CCc2nc3ccccc3[nH]2)cc1	-2	i	-11	i	i	-5	i	i	i	i	i
Cn1ncc([N+](=O)[O-])c1C(=O)N/N=C/c1c[nH]c2ccccc12	10	i	-3	i	i	-5	i	i	i	i	i
O=C(N/N=C/C(Br)=C/c1ccccc1)c1n[nH]c2c1CCC2	-5	i	-14	i	i	23	5.1*	i	i	i	i
O=C(Cc1n[nH]c(=O)[nH]c1=O)N/N=C/c1ccccc1O	-2	i	-3	i	i	-1	i	i	i	i	i
CCN(c1ccccc1)S(=O)(=O)c1ccc2[nH]cc(C(=O)N3CCOCC3)c(=O)c2c1	2	i	-9	i	i	-2	i	i	i	i	i
CN(Cc1c(F)cccc1Cl)C(=O)CCc1c[nH]c2ccccc12	4	i	-3	i	i	1	i	i	i	i	i
COCCN(C(=O)COC(=O)c1cccnc1SC)c1c(N)n(Cc2ccccc2)c(=O)[nH]c1=O	-1	i	-6	i	i	-2	i	i	i	i	i

Screening data from PubChem BioAssay.

This is a random part of the collection; about 6.3% have a hit in one of these screens.
